ZTA DNA inh: counter-screen for EBNA-1 inhibitors: inhibitors of Epstein-Barr virus ZTA; P03206; ZTA-DNA binding, fluorescence polarization; inhibition, % at 11 µM; 320,000 compounds, 0.15% hits; AID 2234; in the data active = inhibition above about 33%
procasp7 counter: counter-screen for procaspase-3 activators: activators of human procaspase-7 | AID 463210 | 330,000 compounds, 0.093% hits | activation, % at 8.5 µM | recombinant procaspase-7, Ac-DEVD-pNA absorbance 405 nm; D23A/D198A/D206A triple mutant, cannot self-cleave; scale: DMSO 0, 5 µM enzyme 100;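 active = percent activation above the screen-wide mean plus 3 SD, cut at about 25% in these data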
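Detection: p-Nitroaniline absorbance at 405 nm, read at 0 and 120 min; system: Uncleavable procaspase-7 mutant enzyme; evaluation: % activation from two-timepoint absorbance difference, scaled to controls; times: 1 h enzyme–compound preincubation and 2 h substrate reaction, both 25 °C; buffer or medium: Zinc-free HEPES pH 7.4 with 300 mM NaCl, 0.01% Triton X-100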
RPL19A-GFP yeast: yeast TOR pathway RPL19A-GFP modulation | S. cerevisiae RPL19A-GFP strain, flow cytometry, 3 h; active compounds read low | percent response vs DMSO, % at 10 µM | 330,000 compounds, 0.3% hits | AID 2025;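 active = percent response vs DMSO below 50%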;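 also: median channel GFP fluorescence of the barcoded RPL19A-GFP strain; ratio of sample median GFP to plate DMSO average so 100% = DMSO; lower means less RPL19A-GFP as with rapamycin TOR inhibition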
AHR act: activates the human aryl hydrocarbon receptor; P35869; 320,000 compounds, 2.5% hits; AID 2796; activation, % at 5 µM; AHR-responsive luciferase reporter cells, luminescence; in the data active = activation above about 47%;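 also: 0% = vehicle wells and 100% = reference agonist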
EBNA-1 inh: blocks EBNA-1 binding to DNA | EBNA-1 DNA binding, fluorescence polarization | inhibition, % at 14.8 µM | 300,000 compounds, 0.34% hits; in the data active = inhibition above about 28%
MEP2 TOR yeast: alters MEP2-GFP fluorescence in TOR pathway yeast screen | 330,000 compounds, 0.51% hits | AID 2016 | GFP response vs DMSO, % at 10 µM | S. cerevisiae MEP2-GFP strain, flow cytometry GFP, 3 h; 100% = DMSO control level;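 active = GFP response versus DMSO above a set limit, roughly screen mean plus 3 SD, cut at about 180% in these data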;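 also: median GFP fluorescence of the barcode-gated MEP2-GFP cells per well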
LAP4-GFP MLPCN: alters LAP4-GFP fluorescence in TOR pathway yeast screen; 320,000 compounds, 0.34% hits; S. cerevisiae LAP4-GFP multiplex, flow cytometry GFP, 3 h; median GFP as percent of DMSO wells; GFP response vs DMSO, % at 10 µM;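 active = GFP response vs DMSO above a set limit, about the screen mean plus 3 SD, cut at about 150% in these data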
proCasp3 act: procaspase-3 (human) activation; P42574; recombinant procaspase-3 D3A, Ac-DEVD-pNA absorbance 405 nm; activation, % at 8.5 µM; 330,000 compounds, 0.11% hits; AID 463141;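 active = activation above the mean of all tested compounds plus 3 SD, cut at about 21% in these data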;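 also: 0% = DMSO alone and 100% = DMSO wells spiked with extra 5 µM PC-3 D3A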
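System: Procaspase-3 D3A mutant. Medium: Zinc-free 300 mM NaCl, 50 mM HEPES, 0.01% Triton X-100. Schedule: 1 h preincubation plus 2 h reaction at 25 °C. Measured by: 405 nm absorbance of p-nitroaniline, reads at 0 and 120 min. Read-out: percent activation relative to control range.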
Numbers without * were called inactive; . = no result given. Random draw from the library; any-hit rate near 3.8%.

SMILES	ZTA DNA inh	procasp7 counter	RPL19A-GFP yeast	AHR act	EBNA-1 inh	MEP2 TOR yeast	LAP4-GFP MLPCN	proCasp3 act
CC(=O)Nc1cccc(NC(C)=O)n1	-10.4	5.9	99.0	1.2	-10.5	96.0	90.5	-11.9
CSc1ccc(S(=O)(=O)N2CC(=O)Nc3ccccc32)cc1	-11.4	6.2	105.2	4.2	-1.4	112.7	93.4	-0.7
CC(Sc1n[nH]c(=O)n1Cc1ccccc1)C(=O)NC1CCCCC1C (stereo not given)	-7.1	3.2	99.3	-1.3	-3.5	98.3	107.3	-4.9
CCCCC(=O)OCC(=O)Nc1cccc(S(=O)(=O)NC2=NCCCCC2)c1	-6.8	-5.8	96.7	-1.8	-0.6	93.0	110.2	-0.1
CN1CCN(C(=S)Nc2ccc(Cl)cc2)CC1	-2.9	-21.1	104.7	-0.7	-5.3	95.0	93.4	-10.7
CCCc1cc(C(=O)OC)c(NC(=O)CCC(=O)O)s1	-8.9	4.5	95.4	1.1	9.8	102.3	99.4	-2.1
O=C(NCCCN1CCOCC1)c1cc(S(=O)(=O)N2CCN(c3ccccc3)CC2)ccc1Cl	-13.4	0.9	103.0	0.8	4.9	101.2	103.6	3.5
FCCCOc1ccc(-c2ccnc3ncnn23)cc1	3.9	10.7	96.5	-1.8	-3.2	100.0	113.3	-0.5
COCCCN=C1NN=C(c2cc(C)n(Cc3ccco3)c2C)CS1	-8.3	-9.6	108.1	6.1	12.7	101.6	93.4	0.8
Cc1ccc(S(=O)(=O)N(C)C)cc1NC(=O)c1cc(=O)c2ccccc2o1	-1.3	0.2	99.9	5.0	0.3	102.3	103.8	3.8
O=c1cc(C(F)(F)F)[nH]c2ccc(C(F)(F)F)cc12	8.9	9.1	95.6	-2.3	3.5	113.8	111.2	-4.9
CCOc1cc(S(=O)(=O)NCc2ccco2)c(OCC)cc1-n1cnnn1	-9.9	8.3	99.0	-4.0	-9.6	101.2	98.1	-3.6
O=C(Cc1ccccc1)NCC(=O)N1CCCCC1	0.9	0.7	99.3	1.1	9.5	107.7	109.3	-2.3
CC1(C)[C@@H](O)CC[C@]2(C)[C@H]3C(=O)C=C4[C@@H]5C[C@@](C)(C(=O)O)CC[C@]5(C)CC[C@@]4(C)[C@]3(C)CC[C@@H]12	0.4	2.0	94.2	0.2	2.1	94.2	128.0	0.1
COc1ccc2c(c1)c(C(=O)N/N=C/c1ccc(Br)cc1)c(C)n2C	7.1	1.5	101.4	25.3	-0.6	107.2	126.4	-2.9
Cc1cc(C)c(OCC(=O)NCC2COc3ccccc3O2)c(C)c1 (stereo not given)	2.1	-2.7	98.9	5.3	.	102.0	109.5	-0.5
COc1cccc(C(=O)NNC(=S)NC2CCCCC2)c1	-5.0	-3.9	98.3	-1.6	12.2	99.0	98.8	4.8
Cc1cc(NS(=O)(=O)c2ccc(NC(=O)/C=C/c3cccc(Cl)c3)cc2)no1	6.7	-6.6	107.1	2.8	2.9	102.6	95.6	-4.2
COc1ccc(Cl)c(OC)c1C(=O)NC(=O)Nc1c(F)cc(F)cc1F	-4.3	5.4	103.2	0.3	2.7	111.0	.	4.7
COC(=O)CSc1cccc2c1C(=O)CC2c1ccccc1 (stereo not given)	-5.0	2.5	113.8	3.0	5.7	122.1	114.8	-3.0
CCN(CC)S(=O)(=O)c1cc(NC(=O)c2cc([N+](=O)[O-])ccc2N2CCOCC2)ccc1C	-8.8	-4.0	109.2	-0.6	2.3	107.6	77.9	-6.6
Cc1cc(NC(=O)CCC(=O)N(c2cccc(F)c2)C(C(=O)NC2CCCC2)c2ccncc2)no1 (stereo not given)	10.8	-1.8	98.5	0.2	5.9	102.5	100.1	3.7
O=c1c2ccccc2nc(N2CCN(c3ccccc3)CC2)n1Cc1ccccc1	-2.7	10.7	99.5	-1.9	-12.2	105.4	100.1	3.8
Cc1cc(C)nc(SCC(=O)Nc2sc3c(c2C#N)CCC(C)C3)n1 (stereo not given)	6.6	9.5	93.2	7.4	2.8	94.8	89.7	1.6
COC(=O)c1cn(-c2ccc(F)cc2)c(=O)c2ccccc12	11.6	5.0	91.8	-0.4	13.3	95.1	96.8	-6.9
Cc1cc(C(=O)OCC(=O)Nc2ccccc2Br)c(C)o1	.	-2.2	93.7	-0.5	.	98.3	97.1	2.5
CCOC(=O)N1CCC(N(CCN(C)C)C(=S)Nc2ccccc2OCC)CC1	10.2	-3.9	99.8	0.2	-1.7	93.5	101.4	-1.5
C=CCn1c(C(CCCC)CC(C)O)n[nH]c1=S (stereo not given)	-7.4	-14.2	93.7	-0.6	1.7	96.5	88.5	0.3
CCc1ccc(C(C(=O)NC2CCCC2)N(C(=O)c2csnn2)C2CC2)cc1 (stereo not given)	-5.4	-5.2	94.3	1.8	4.2	96.5	93.4	6.4
COc1ccc(S(=O)(=O)Nc2c(C(=O)O)[nH]c3ccc(OC)cc23)c(OC)c1	1.6	-22.8	97.5	24.2	4.6	128.3	116.3	-7.3
COc1ccc(C(=O)Nc2cc(=O)n(C)c(=O)n2C)cc1OC	-3.2	12.0	104.9	-0.6	0.7	98.2	96.5	8.9
O=C1CSC(c2ccc([N+](=O)[O-])cc2)N1C1CCCCC1 (stereo not given)	17.0	-2.8	97.3	28.8	3.0	99.3	106.4	2.5
NC(=O)CSc1nc2ccccc2c(=O)n1Cc1ccccc1	3.4	-1.4	102.1	-0.4	1.9	105.9	99.2	2.3
CCN(CC)C(=O)CC(c1ccc(N(C)C)cc1)c1c(O)cc(OC)cc1OC (stereo not given)	-7.8	-5.2	102.9	3.6	-19.1	105.7	98.8	1.6
Cc1nc(NC2CCCC2)sc1C(=O)N(C)C	-12.4	-8.1	.	5.5	-8.8	105.9	102.1	9.4
Cc1nc(-c2cccnc2)sc1C(=O)Nc1ccc(Cl)cc1	-12.2	8.3	102.5	124.3*	-12.3	102.4	86.7	6.3
CCN(CC)c1ccc(/C=N/NS(=O)(=O)c2ccc(C)c([N+](=O)[O-])c2)cc1	-5.8	-3.8	107.1	-2.9	1.6	140.9	104.1	-2.8
COc1ccccc1N1C(=O)c2cccc3c(C(=O)O)ccc(c23)C1=O	5.8	5.5	90.2	-0.6	2.1	94.4	91.7	5.0
CC(C(=O)Nc1ccc(N2CCOCC2)cc1)N1C(=O)c2ccccc2C1=O (stereo not given)	-3.1	-13.6	111.3	4.5	-8.8	114.5	110.6	-7.9
Cc1ccc(C(=O)N2CCN(c3ccccc3)CC2)cc1C	6.8	6.2	101.0	-0.4	0.7	107.1	119.5	7.2
O=C(CSc1nc2cccnc2n1Cc1ccccc1)NC1CCCCC1	18.0	-7.3	98.3	0.5	0.5	100.4	101.3	-6.9
CCc1ccc(/C=N\NC(=O)c2ccc(Br)o2)s1	-1.3	-1.0	97.3	31.7	-3.1	77.5	86.3	-1.0
O=C1c2cccc3cccc(c23)C(=O)N1OS(=O)(=O)c1ccc(Cl)cc1	-4.1	5.2	107.4	4.9	7.5	113.8	96.3	0.3
CC(C)(C)n1ncc2c(=O)n(Cc3cccc(Cn4cnc5c(cnn5C(C)(C)C)c4=O)c3F)cnc21	.	10.6	97.1	-2.5	.	94.1	111.0	5.8
CCCOP(=O)(c1ccc(N(C)C)cc1)C(O)c1cc(OC)c(OC)c(OC)c1 (stereo not given)	8.0	0.9	93.7	0.3	20.5	97.9	95.0	1.0
COc1ccc(CN(C)C(=O)CCCNC(=O)c2ccc(Cl)cc2)cc1	6.4	8.8	90.8	-0.8	-1.8	102.7	92.1	-1.9
CC(C)(C)c1ccc(S(=O)(=O)N2CCN(CC(=O)N3CC(=O)Nc4ccccc43)CC2)cc1	0.8	7.2	91.2	14.6	.	88.2	94.3	5.1
O=C(Cc1ccccc1)NCC(=O)N1CCCC1	-13.1	8.1	101.9	-2.3	-7.8	101.8	93.0	1.4
CN(C)c1ccc(-c2nnn(Cc3ccccc3Br)n2)cc1	-9.7	6.3	89.7	6.7	-6.2	97.8	101.0	-2.0
Cc1ccccc1NC(=S)N(CCN(C)C)C(C)c1cccnc1 (stereo not given)	-14.8	4.2	98.2	-0.2	2.1	105.4	99.8	10.3
Cc1ccc(C(=O)NCC(=O)N/N=C/c2sccc2C)cc1[N+](=O)[O-]	11.2	1.0	97.9	-2.9	-1.9	89.0	113.3	0.3
O=C(OCC(=O)c1cccc2ccccc12)c1ccc(CO)cc1	0.1	-5.2	103.3	0.4	-15.3	108.5	100.1	-11.3
CCN(CC)C(=O)CSc1nnc(SCc2ccc(Cl)cc2)s1	-7.6	8.5	101.9	-1.4	-19.9	102.0	101.9	0.5
O=C(O)C(S)C(S)C(=O)O (stereo not given)	18.2	-26.6	99.1	-0.6	7.5	96.7	122.3	-11.9
CC(C)COc1ccc(Cc2cnc(N)nc2N)cc1	4.0	-1.9	94.2	-1.6	4.2	96.9	91.8	6.5
Cc1ccc(C(=O)O/N=C/c2ccc3c(c2)OCO3)cc1	-10.3	10.2	95.8	1.7	-8.6	104.2	95.6	0.8
O=[N+]([O-])c1ccc(N2CCN(c3nc(-c4ccc(Cl)cc4)cs3)CC2)cc1	-11.5	6.1	96.5	-0.3	-11.3	96.1	96.1	-12.1
CCN(C(=O)COC(=O)CSc1ccc(F)cc1)c1c(N)n(Cc2ccccc2)c(=O)[nH]c1=O	0.4	-3.0	97.4	-2.0	.	103.5	101.0	-0.2
COC(=O)/C(C#N)=C/c1occc1C	-2.1	3.0	110.0	3.1	6.5	105.2	100.3	-2.9
O=C(c1ccncc1)N1CCN(C(=O)c2cccc3ccccc23)CC1	-9.3	5.6	100.6	4.3	-5.0	96.7	93.5	4.6

(next part)
SMILES	ZTA DNA inh	procasp7 counter	RPL19A-GFP yeast	AHR act	EBNA-1 inh	MEP2 TOR yeast	LAP4-GFP MLPCN	proCasp3 act
CCCn1c(SCC(=O)Nc2ccccc2OC)nnc1-c1ccco1	-4.3	-1.6	98.8	0.6	-1.8	104.3	99.7	7.5
Cc1ccc(C)c2nc(N3CCCC3)c(C#N)cc12	-19.6	7.4	93.1	29.0	3.2	110.8	104.1	7.3
CCCN1CCN(CCCNC(=O)c2cc3c(=O)n(C)c4ccccc4c3n2C)CC1	0.8	-0.9	101.8	6.6	-5.7	114.1	104.8	-0.2
COc1ccccc1NC(=O)N(Cc1ccco1)Cc1cc2cc(C)cc(C)c2[nH]c1=O	-5.6	-3.4	99.9	15.9	5.9	107.3	104.5	2.9
Cc1ccc(-n2nnc3c(=O)n(CC(=O)NCc4ccccc4)cnc32)cc1	-0.6	5.5	103.8	3.6	6.5	102.4	105.9	3.7
Cc1cc(NC(=O)CSc2nc(N)c(NC(=O)c3ccco3)c(=O)[nH]2)no1	-6.1	-6.9	100.3	1.5	-10.8	103.1	98.1	-6.4
CCC(CC)c1nnc(NC(=O)c2ccc(S(=O)(=O)N3CCc4ccccc4C3)cc2)s1	0.1	-2.8	92.9	1.1	-5.8	107.8	96.4	-8.4

Pulled by structure from above:
SMILES	ZTA DNA inh	procasp7 counter	RPL19A-GFP yeast	AHR act	EBNA-1 inh	MEP2 TOR yeast	LAP4-GFP MLPCN	proCasp3 act
Cc1cc(NC(=O)CSc2nc(N)c(NC(=O)c3ccco3)c(=O)[nH]2)no1	-6.1	-6.9	100.3	1.5	-10.8	103.1	98.1	-6.4
COc1ccccc1NC(=O)N(Cc1ccco1)Cc1cc2cc(C)cc(C)c2[nH]c1=O	-5.6	-3.4	99.9	15.9	5.9	107.3	104.5	2.9
CCCn1c(SCC(=O)Nc2ccccc2OC)nnc1-c1ccco1	-4.3	-1.6	98.8	0.6	-1.8	104.3	99.7	7.5
